ARNT-TACC3 inh = ARNT/TACC3 interaction disruption. Q9Y6A5. AlphaScreen His-ARNT PAS-B/GST-TACC3 binding, luminescence; TACC3 fragment carries E629A point mutation. inhibition, % at 9.99 µM. hit rate 0.66% among 390,000. AID 623870;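 active = mean inhibition of replicates at least 50% and at least half of replicates each reaching 50%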;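 also: 0% = complete ARNT plus TACC3 wells and 100% = ARNT alone without TACC3; many hits fall short of the cut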
The depositor's hits bear a star. Only part of the results is shown; count on the stated rates, not on these rows.

SMILES	ARNT-TACC3 inh
CC(C)(C)NC(=O)C[C@H]1C[C@H](C(=O)N2CCOCC2)[C@@]2(C)c3[nH]c4cc(-c5ccco5)ccc4c3CCN2C1=O	4.8
N#CCCNCC1(c2ccccc2)CCCC1	-0.6
COCCN(C(=O)c1ccco1)c1nnc(-c2ccc(OC)c(OC)c2)s1	-5.4
CSc1nc(C)c2c(n1)N(c1cccc(C)c1)CC2	-12.2
CCc1ccc(-c2nc(-c3ccncc3)no2)cc1	-3.3
Cc1ccc(OCCN2CCCCCC2)c(C)c1	4.5
O=C(O)c1ccc(NC(=O)c2cccs2)cc1	-3.5
O=C(Cc1ccc(Cl)cc1)Nc1ccc(N2CCCC2)cc1	0.2
COc1ccc(N=c2sc3ccccc3n2C)cc1	1.6
CCC(=O)Nc1cnc(NC(=O)c2cccc(F)c2)cc1C	-7.0
CC(C)(C)c1ccccc1OCCCCCNCCO	-3.8
Cc1ccc(S(=O)(=O)NCc2ccco2)c(C)c1C	0.3
Cc1ccc(Nc2nc(C)cc(C)n2)c(Br)c1	-2.1
CC(C)=C[C@@H]1C[C@H](C)[C@H]2CC[C@H](C)c3c(O[C@@H]4O[C@@H](C)[C@@H](O)[C@@H](O)[C@@H]4O)c(O)c(C)c1c32	-0.7
COCCNC(=O)NC(=O)COC(=O)c1cc([N+](=O)[O-])ccc1Sc1nc(C)cs1	-2.6
C[C@H](N)c1nnc(SCc2c(Cl)cccc2Cl)o1	-3.2
O=c1ccc2cc(S(=O)(=O)Nc3ccc(F)cc3)ccc2o1	-1.0
O=C(CSc1nc(-c2cccs2)cc(C(F)(F)F)n1)NCc1ccco1	-0.3
COc1cc(NC(=O)COC(=O)[C@@H]2CCCN2S(=O)(=O)c2ccc(Cl)cc2)cc(OC)c1OC	0.9
N#C/C(=C(/O)CN1C(=O)c2ccccc2C1=O)c1nc2ccccc2[nH]1	-0.1
c1ccc(CCn2nnnc2C(c2cccs2)N2CCOCC2)cc1 (stereo not drawn)	-0.6
O=C(c1ccco1)N1CCN(C(c2coc3ccc(Cl)cc3c2=O)c2nnnn2C2CCCC2)CC1 (stereo not drawn)	-6.2
COC(=O)C1=C(C)N(Cc2ccccc2)C(=NCCc2c[nH]c3ccccc23)N[C@H]1c1ccccc1	5.8
CCCS(=O)(=O)N1CCCC(C(=O)N2CCC(Cc3ccccc3)CC2)C1 (stereo not drawn)	-4.4
COC(=O)CN(Cc1ccco1)S(=O)(=O)c1ccccc1	8.3
COc1cc(C)c(C)cc1S(=O)(=O)N1CCN(Cc2ccccc2)CC1	-5.0
O=C(CN(CC1CCCO1)C(=O)CCC(=O)Nc1nccs1)NCc1ccc2c(c1)OCO2 (stereo not drawn)	-6.8
CCOC(=O)c1c(N)sc(C(=O)N(C)C)c1C	1.0
O=C1CC(=C(c2ccccc2)c2ccccc2)C(=O)N1CCCCN1CCN(c2ccccc2)CC1	-10.6
O=C(CSc1nc2scc(-c3ccco3)c2c(=O)n1-c1ccccc1)NCC1CCCO1 (stereo not drawn)	-2.9

Ordered by SMILES length (ascending): three of the compounds above
SMILES	ARNT-TACC3 inh
c1ccc(CCn2nnnc2C(c2cccs2)N2CCOCC2)cc1 (stereo not drawn)	-0.6
O=C(CN(CC1CCCO1)C(=O)CCC(=O)Nc1nccs1)NCc1ccc2c(c1)OCO2 (stereo not drawn)	-6.8
COC(=O)C1=C(C)N(Cc2ccccc2)C(=NCCc2c[nH]c3ccccc23)N[C@H]1c1ccccc1	5.8

Next section
SMILES	ARNT-TACC3 inh
CCOC(=O)CSc1nnc2n1C(C)(C)Cc1ccccc1-2	-2.6
C=CCC(CC=C)(C(=O)O)c1ccccc1	9.3
COc1cccc(NC(=O)C2CCN(c3ncccn3)CC2)c1	-9.0
Cc1cnc(NC(=O)CN2C(=O)C3CC=CCC3C2=O)s1 (stereo not drawn)	0.8
Cc1ccc(C(=O)COc2cccc(NC(=O)c3ccco3)c2)cc1	-1.0
O=C1Nc2ccccc2/C1=C/C(=O)c1cccs1	-1.1
CCCC(C)n1[nH]c(=O)cc1N (stereo not drawn)	-1.4
COCCN1CCN(C(=O)c2cc(COc3cc(C)ccc3C)on2)CC1	1.4
CCOC(=O)C1=C(C)NC(=O)NC1c1cccc(OC)c1OCc1ccccc1Cl (stereo not drawn)	-1.4
COC(=O)C1=C2SC(C)C(=O)N2C(N)=C(C#N)C1c1cc(OC)c(OC)c(OC)c1 (stereo not drawn)	-3.5
Cc1nnc(SCC(=O)N2CCCc3ccccc32)[nH]c1=O	-9.8
COC(=O)c1ccc(CSc2ncnc3c2nnn3-c2ccc(F)cc2)o1	-8.0
Cc1ccc(-n2cnc3cc(NCc4cccs4)ccc32)cc1	25.2
COc1cc(OC)cc(C(=O)NCCOc2ccccc2)c1	0.6
Cc1cccc2cc(CN(Cc3nnnn3C3CCCC3)C3CCCCC3)c(=O)[nH]c12	-0.8
COC(=O)C1CCN(C(=O)Cc2ccc(Br)cc2)CC1	-3.1
CCOC(=O)N1CCN(Cc2nc3c(c(=O)n(C)c(=O)n3C)n2CCCc2ccccc2)CC1	-0.7
O=C(CSc1ncccc1C(=O)O)NCc1ccc(F)cc1	-8.8
COc1ccc(S(=O)(=O)Nc2ccc(S(=O)(=O)N3CCOCC3)cc2)cc1C	0.8
CCC(C)NCC(O)COCc1ccc(Cl)cc1 (stereo not drawn)	-1.3
CCN(CC)c1ccc(/C=C(\C#N)c2ccccn2)cc1	9.0
CCOC(=O)c1ccc(NC(=O)CCc2ccc(C)o2)cc1	-2.6
CC#CCCCC(=O)Nc1cc(OC)nc(OC)n1	-2.6
Cc1sc(NC(=O)CSc2nnc(C)c(=O)[nH]2)c(C#N)c1C	0.1
COc1ccc(C)cc1S(=O)(=O)N(CC(=O)N1CCOCC1)Cc1ccccc1	5.9
O=C(O)CCC(=O)OC1CC2CCC1C2 (stereo not drawn)	-5.3
Cc1cccc(NCc2ccccc2O)c1C	-4.5
O=C(COC(=O)CCC(=O)Nc1nccs1)NCc1ccco1	-2.8
OC(CNCCCN1CCCCC1)COc1ccccc1 (stereo not drawn)	14.2
COc1nc(Oc2ccc(=O)n(C)n2)nc(N(C)C)n1	2.6
COc1ccc2[nH]c(=O)c(CN(Cc3nnnn3CCc3ccccc3)CC3CCCO3)cc2c1 (stereo not drawn)	5.2
O=C(O)Cn1nc(C(F)(F)F)c2c1CCC2	-1.6
COc1ccc(-c2oc(NC(=O)CSc3nncn3C)c(C#N)c2-c2ccc(OC)cc2)cc1	0.7
CC(C)CC(c1nnnn1CC1CCCO1)N1CCN(c2cccc(Cl)c2)CC1 (stereo not drawn)	-7.7
CCc1nn(CC(=O)NCCCN(C)C2CCCCC2)c(=O)c2cc3occc3n12	2.8
CCCCC(=O)Nc1ccc(NC(=O)c2ccc3c(c2)OCO3)cc1OC	-2.9
Cc1ccc(-n2[nH]c(C)c(/C=C3/C=Nc4ccccc43)c2=O)cc1C	-4.1
O=C(COc1ccc(S(=O)(=O)NC2CCCC2)cc1)N1CCCCCC1	-0.5
O=C(N/C(=C/c1ccco1)C(=O)N1CCCCCC1)c1cccs1	20.8
CCOC(=O)C(C)Sc1nc(-c2ccccc2)nc2ccc(F)cc12 (stereo not drawn)	17.4
CC(C)C(=O)NC(Nc1cccc2cccnc12)C(Cl)(Cl)Cl (stereo not drawn)	6.7
COc1cc(CCC(=O)OCc2nnc(-c3ccccc3)o2)cc(OC)c1OC	5.9
Cc1ccccc1N1C(N)=NC(N)=NC1(C)C	-0.6
CCCCc1ccc(CC2S/C(=C(\C#N)C(=O)N3CCOCC3)N(c3ccccc3)C2=O)cc1 (stereo not drawn)	26.0
COC(=O)C1=C(CN2CCN(C)CC2)NC(=O)NC1c1cc(C)ccc1C (stereo not drawn)	-0.7
Cc1c(C(Nc2ccccn2)c2ccccc2)c(=O)n(-c2ccccc2)n1C (stereo not drawn)	1.9
C=CCc1ccccc1OCCCCN1CCCC1	-4.4
CCC(CC)NC(=O)c1ccc2c(c1)OCCO2	1.4
CCOc1ccc2[nH]c3c(NCC(C)C)ncnc3c2c1	-1.8
CN(C)c1ccc(/C=N/Nc2ccc(-n3ccnc3)nn2)cc1	38.3
The list goes on.
SMILES	ARNT-TACC3 inh
CC(=O)Oc1ccccc1C1OCCN1C(C)=O (stereo not drawn)	-7.4
CC(C)Oc1cccc(C(=O)NC(=S)Nc2cccc(C(F)(F)F)c2)c1	-6.3
CCn1c(C)nc2cc(C(=O)NNS(=O)(=O)c3ccc(C)c(C)c3)ccc21	0.7
COc1ccc(-c2nn(C)c(=O)c3ccccc23)cc1CNS(C)(=O)=O	3.0
COc1ccc(-c2ccc(C#N)c(SCC(=O)NCCc3ccccc3)n2)cc1OC	4.7
CC(=O)N1N=C(c2cccc([N+](=O)[O-])c2)OC1c1ccccc1Cl (stereo not drawn)	10.2
O=C(Nc1ccc(O)cc1)C1CC=CCC1 (stereo not drawn)	3.6
CC1(C)CC(NCc2ccc3c(c2)OCO3)CCO1 (stereo not drawn)	-3.3
Cn1c(CC(=O)Nc2ccc(Cl)c(Cl)c2)nnc1SCC(=O)Nc1nccs1	15.3
CCOc1ccc(C(=O)N2CCCC2C(=O)O)cc1 (stereo not drawn)	-12.1

An excerpt from above in order of their number in ARNT-TACC3 inh, high to low:
SMILES	ARNT-TACC3 inh
COC(=O)C1=C(C)N(Cc2ccccc2)C(=NCCc2c[nH]c3ccccc23)N[C@H]1c1ccccc1	5.8
O=C(Nc1ccc(O)cc1)C1CC=CCC1 (stereo not drawn)	3.6
CCOC(=O)N1CCN(Cc2nc3c(c(=O)n(C)c(=O)n3C)n2CCCc2ccccc2)CC1	-0.7
O=C(O)c1ccc(NC(=O)c2cccs2)cc1	-3.5
CCCS(=O)(=O)N1CCCC(C(=O)N2CCC(Cc3ccccc3)CC2)C1 (stereo not drawn)	-4.4
Cc1nnc(SCC(=O)N2CCCc3ccccc32)[nH]c1=O	-9.8
CCOc1ccc(C(=O)N2CCCC2C(=O)O)cc1 (stereo not drawn)	-12.1

The results go on.
SMILES	ARNT-TACC3 inh
CCOC(=O)COc1ccc(S(=O)(=O)Nc2cccc(SC)c2)cc1	1.5
Fc1ccc(-c2nnn(Cc3nc4ccccc4s3)n2)cc1	-7.5
COC(=O)c1ccc(CNC(=O)CNc2cc(C(F)(F)F)ccc2N2CCOCC2)cc1	-6.9
CCOC(=O)c1oc2ccccc2c1CN1CCN(C)CC1	-2.3
CSc1n[nH]c(NCc2ccc(Cl)cc2)n1	-1.9
Cc1nn(C(=O)c2ccccc2)c2c1C(=O)CC(C)(C)C2	-2.4
Nc1c(N)c2ccccc2oc1=O	4.1
O=C(N/N=C/c1cn(-c2ccccc2)nc1-c1ccccc1)c1ccco1	1.4
Cc1c(NC(=O)C(C)OC(=O)CNC(=O)c2ccccc2)c(=O)n(-c2ccccc2)n1C (stereo not drawn)	-6.3
CCN(CC(=O)NC1CCCCCC1)S(=O)(=O)c1ccccc1	5.1
C=CCC1(O)C(=O)Nc2ccccc21 (stereo not drawn)	-13.1
Cc1cc(C)c2nc(N3CCCN(C(=O)c4ccco4)CC3)c(C#N)cc2c1	-9.6
CCC(Oc1ccccc1)C(=O)Nc1nc2ccccc2[nH]1 (stereo not drawn)	10.2
CC(Sc1nncn1C)C(=O)Nc1ccccc1-c1ccccc1 (stereo not drawn)	1.0
CSc1nc(N)c(C#N)c(-c2ccc(Cl)cc2)c1C#N	-1.3
CC1CCCC(N2C(=O)NC(NC(=O)c3ccco3)(C(F)(F)F)C2=O)C1C (stereo not drawn)	0.3
O=C(c1ccco1)N1CCN(C2=NS(=O)(=O)c3ccccc32)CC1	-10.3
O=C(NCc1ccco1)C1CC(=O)N(c2ccc(F)cc2)C1 (stereo not drawn)	-3.7
COc1ccc(NC(=S)Nc2ccc(OCc3ccccc3)cc2)cc1OC	12.7
CCCNS(=O)(=O)c1ccc(OCC(=O)NCc2ccco2)cc1	3.9
COc1cccc(-c2nc3ccccc3s2)c1	2.3
CCOC(=O)N1CCC(NC(=O)c2ccc3c(c2)sc2nc(-c4ccccc4)cn23)CC1	6.4
O=C1C2C3C=CC(C3)C2C(=O)N1Cc1cccnc1 (stereo not drawn)	-4.3
CCCC(=O)Nc1cnc(NC(=O)c2cccc(F)c2)cc1C	-1.3
Cc1onc(-c2ccccc2)c1C(=O)Oc1cccnc1	13.9
Cn1c(=O)c2c(n(Cc3ccccc3)c1=O)NC(=O)C2CC(=O)O (stereo not drawn)	2.5
COc1ccc(CCNc2nnc(C)c(=O)[nH]2)cc1OC	4.0
Cc1nc(SCC(=O)Nc2ccc3c(c2)OCO3)c(C#N)c2c1CCCC2	0.5
CCOC(=O)C(/C(C)=N/NC(=O)c1ccccc1[N+](=O)[O-])C(C)C (stereo not drawn)	-6.1
O=C(CC(c1ccccc1)c1ccccc1O)NCCN1CCOCC1 (stereo not drawn)	-0.9
Cc1ccc(-n2c(SCC(=O)OC(C)C)nnc2-c2ccco2)cc1	-27.0
O=C(OCC(=O)N1CCCCC1)c1c[nH]c(=O)[nH]c1=O	-5.4
Cc1n[nH]c(C)c1S(=O)(=O)N1CCN(c2ccccn2)CC1	-4.1
C=C(C)Cn1c(-c2ccc(OC)cc2)nc2ccccc21	-4.3
Cc1cc(C)c(S(=O)(=O)N(C)CC(N)=O)c(C)c1	-6.7
Cc1cc(NCCN2CCOCC2)n2nc(C)c(-c3ccc(Cl)cc3)c2n1	17.7
COC(=O)c1ccccc1NC(=O)CSc1nnc(-c2ccncc2)o1	-31.8
COc1ccc(NC(=O)COC(=O)c2ccc(OCc3c(C)noc3C)cc2)cc1OC	-6.8
COc1ccccc1N(CC(=O)N1CCCCC1)S(=O)(=O)c1ccccc1	-10.1
Cc1c(NC(=O)C(C)NCC2CCCO2)c(=O)n(-c2ccccc2)n1C (stereo not drawn)	-2.0
O=C(NCc1ccc2c(c1)OCO2)C1CCN(S(=O)(=O)c2ccc(Br)s2)CC1	40.5
N#Cc1nc(-c2ccc(Cl)cc2)oc1NCc1cccc2c1OCO2	1.5
CC1CCN(c2nc3nonc3nc2N2CCC(C)CC2)CC1	-9.0
N#Cc1c(NC2CCCCC2)nc(-c2ccco2)c2c1CCCC2	-11.0
CC(=O)N(/N=C1\Sc2ccccc2C1=O)c1ccccc1C	59.0*
CCOC(=O)C(Cc1cc(C(C)=O)ccc1OC(C)C)C(=O)OCC	-7.0
CCn1c2ccccc2c2cc(N)ccc21	-9.0

Bioassay records (PubChem)
